Screening results deposited in PubChem BioAssay by National Center for Advancing Translational Sciences (NCATS).
MBNL1 CUG block – inhibitors of human MBNL1 binding to CUG repeat RNA; Q9NR56; TR-FRET MBNL1-His/biotin-(CUG)12 binding, 665/545 ratio; Potency, µM (titrated, usually from 57.5 µM), for the others: at the highest dose activity change, negative = inhibition, actives largely listed as inhibitors; 280,000 compounds, 0.036% hits; active = well fitted inhibition curve with a large enough effect in the signal ratio, with a control signal flat, not every such curve was filed as active; inconclusive = small, poorly fitted or top-dose-only effect, or effect the other way, or a change in a side signal; inactive = no such curve, though single readings can be large or run the other way; the % refers to the signal ratio; also: potency is read from the fitted curve at half-maximal effect; % is scaled to controls: 0 for no effect and ±100 for the full control effect
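MBNL1-His + Biotin-(CUG)12, cpd titration 92 nM–58 uM; Tb anti-His Ab 0.055 ng/ul, SA-XL665 5 nM (final); 60 min RT; ratiometric 665/545 nm, Ex 340 nm; normalized to buffer and full-complex controls.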
MLL CXXC-DNA inh – blocks binding of human MLL CXXC domain to DNA; Q03164; MLL-CXXC / FITC-HOXA9 DNA fluorescence polarization; Potency, µM (series often up to 115 µM), for inactives: at the highest dose activity change, negative = inhibition, usual class: inhibitors; 290,000 compounds, 0.037% hits; AID 2662; active = well fitted inhibition curve with a large enough effect in the polarisation, with a control signal flat, not every such curve was filed as active; inconclusive = small, poorly fitted or top-dose-only effect, or effect the other way, or a change in a side signal; inactive = no such curve, though single readings can be large or run the other way; the % refers to the polarisation; also: potency is read from the fitted curve at half-maximal effect
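Steps: dispense CXXC domain solution (7 uM) → pin compounds or unlabeled HOX-A9 DNA control → 5 min ambient → add FLSN-HOX-A9 solution (50 nM) → spin → 30 min ambient → fluorescence polarization. Tris pH 7.5/NaCl/DTT/BSA buffer.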
TCR activator – activates T cell receptor signaling; 330,000 tested, under 10 active; primary human leukocytes, anti-CD3, IL-2 HTRF, 48 h; AID 504894; Potency, µM (series often up to 9.22 µM), without a hit: at the highest dose activation of IL-2 secretion, actives largely listed as activators; also: % of control where 0% means no effect
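Using a-CD3 beads without co-stimulation, primary human leukocytes were exposed to compounds for 48 hr. An HTRF IL-2 kit measured the cytokine, with europium-to-d2 energy transfer producing emission at 665nm upon 320nm excitation.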
ASM inhibitor – inhibitors of human secretory acid sphingomyelinase. P17405. placental ASM, HMU-PC fluorogenic substrate, 60 min. 340,000 compounds, 0.006% hits. Potency, µM (titrated, usually from 57.5 µM), for the others: at the highest dose activity change, negative = inhibition, actives largely listed as inhibitors; also: potency is read from the fitted curve at half-maximal effect
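Human placenta-derived ASM enzyme was preincubated with compound for 10 minutes at room temperature, then given fluorogenic substrate HMU-PC0 (9 uM final) for 60 minutes at 37 °C; a pH 10 stop preceded fluorescence reading at Ex 386/Em 447 nm.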
Integrin act MD – integrin-mediated muscular dystrophy alleviation activation | alpha7betagal myoblasts, beta-gal FDG fluorescence, 48 h | Potency, µM (doses to about 38.3 µM), for inactives: at the top dose activation, most hits filed as activators | 350,000 compounds, 0.064% hits;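 also: potency is read from the fitted curve at half-maximal effect; 100% = response of the positive control SU9516; nearly all actives have a fitted effect of over 60% in size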
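alpha7betagal+/- myoblasts (passage 13, 250/well) treated 48 h at 37C with compounds at 1:260 dilution of DMSO stock. Lysed, then beta-galactosidase activity read as FDG fluorescence (ex 480/em 540) after 30 min, with pre-read for autofluorescence.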
TSG101-PTAP inh – blocks PTAP/TSG101 interaction to inhibit HIV-1 budding; Q99816; 340,000 tested, under 10 active; Fluorescence polarization, FITC-PTAP peptide / Tsg101 binding; Potency, µM (top dose mostly 115 µM), for the others: top-dose activity change, negative = inhibition, usual class: inhibitors; active = well fitted inhibition curve with a large enough effect in the main read-out, with a control signal flat, not every such curve was filed as active; inconclusive = small, poorly fitted or top-dose-only effect, or effect the other way, or a change in a side signal; inactive = no such curve, though single readings can be large or run the other way; also: potency is read from the fitted curve at half-maximal effect; % of control where 0% means no effect
Target sequence (Q99816 whole entry, looked up): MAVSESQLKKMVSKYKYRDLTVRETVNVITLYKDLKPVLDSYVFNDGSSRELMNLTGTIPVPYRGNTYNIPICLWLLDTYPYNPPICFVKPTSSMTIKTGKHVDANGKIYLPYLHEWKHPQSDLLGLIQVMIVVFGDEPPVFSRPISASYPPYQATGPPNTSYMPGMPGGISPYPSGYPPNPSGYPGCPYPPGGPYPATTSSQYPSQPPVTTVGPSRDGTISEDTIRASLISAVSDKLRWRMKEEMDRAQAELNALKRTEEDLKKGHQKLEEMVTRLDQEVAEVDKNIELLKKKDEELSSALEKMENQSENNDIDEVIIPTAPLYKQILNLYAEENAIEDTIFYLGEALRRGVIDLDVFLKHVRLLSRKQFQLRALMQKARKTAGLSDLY
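Tsg101 binding domain (10 uM final) was mixed with compound and a FITC-labeled PTAP peptide (50 nM final) in HEPES pH 7.5 buffer with NaCl, Tween 20, EDTA and TCEP; fluorescence polarization was read after 20 min at r.t.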
Menin MLL FP TR – inhibitors of human menin-MLL interaction, mutant MLL peptide | AID 1768 | Menin + Texas Red MLL mutant peptide, fluorescence polarization | 270,000 compounds, 0.23% hits | Potency, µM (top dose mostly 61.6 µM), inactives show top-dose FP activity change, negative = inhibition, actives largely listed as inhibitors; active = well fitted inhibition curve with a large enough effect in the polarisation, with a control signal flat, not every such curve was filed as active; inconclusive = small, poorly fitted or top-dose-only effect, or effect the other way, or a change in a side signal; inactive = no such curve, though single readings can be large or run the other way; the % refers to the polarisation; also: potency is read from the fitted curve at half-maximal effect; % of control where 0% means no effect; many of its hits are not listed in these tables
Target sequence (O00255 whole entry, looked up): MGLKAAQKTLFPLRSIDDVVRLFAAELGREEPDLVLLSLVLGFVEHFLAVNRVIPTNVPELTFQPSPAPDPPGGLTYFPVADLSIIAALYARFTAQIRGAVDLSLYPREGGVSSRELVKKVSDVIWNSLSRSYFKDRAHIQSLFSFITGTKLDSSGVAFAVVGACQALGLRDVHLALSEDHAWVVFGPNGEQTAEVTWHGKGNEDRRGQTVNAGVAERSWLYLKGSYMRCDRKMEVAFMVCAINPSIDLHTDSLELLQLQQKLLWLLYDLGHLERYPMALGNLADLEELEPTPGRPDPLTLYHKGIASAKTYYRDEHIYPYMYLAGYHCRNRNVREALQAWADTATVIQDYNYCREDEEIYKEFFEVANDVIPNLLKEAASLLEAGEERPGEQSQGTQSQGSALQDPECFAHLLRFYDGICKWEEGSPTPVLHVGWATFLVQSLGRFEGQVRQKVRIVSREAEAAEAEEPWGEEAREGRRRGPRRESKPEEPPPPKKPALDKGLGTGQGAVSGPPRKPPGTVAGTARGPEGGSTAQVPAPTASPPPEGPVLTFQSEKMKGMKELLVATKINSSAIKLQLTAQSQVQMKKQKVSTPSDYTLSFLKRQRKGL
Mito fusion yeast – blocks mitochondrial division or promotes mitochondrial fusion. Potency, µM (series often up to 46.1 µM), inactives show at the highest dose growth rescue (activation), most hits filed as activators. S. cerevisiae fusion-defective mutant growth rescue, CellTiterGlo 48 h. 320,000 compounds, 0.23% hits;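 also: potency is read from the fitted curve at half-maximal effect; % of control where 0% means no effect; nearly all actives have a fitted effect of over 45% in size; temperature-sensitive fusion mutants such as fzo1-1 at 37 °C on non-fermentable ethanol glycerol medium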
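Compounds are tested for their ability to restore growth of mitochondrial fusion-defective yeast strains at non-permissive 37C in YPEG medium over 48 hours. Viability is quantified by luciferase luminescence.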
A-T KAP1 phos – candidate therapy for ataxia-telangiectasia; […] A-T fibroblasts, KAP-1 phosphorylation AlphaLISA; neocarzinostatin DNA damage 30 min before lysis; Potency, µM (top dose mostly 57.5 µM), for the others: at the highest dose activation, actives largely listed as activators; 320,000 compounds, 0.19% hits; AID 485349; also: potency is read from the fitted curve at half-maximal effect; % of control where 0% means no effect; nearly all actives have a fitted effect of over 45% in size
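hTERT-immortalized A-T patient fibroblasts ([…]), 500 cells/well in OPTI-MEM, 1% FBS, got compounds for 60 min, then NCS for 30 min at 37C. Lysates were then assayed for phospho-KAP-1 by AlphaLISA (anti-pKAP1 donor, anti-KAP1 acceptor beads), 6 hr at 25C.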
TSHR antagonist – blocks TSH signaling through the human TSH receptor. activity change, negative = inhibition, % at 11.5 µM. 330,000 compounds, 0.2% hits. TSHR-expressing cells, TSH-stimulated cAMP HTRF, 2 h; stronger effect = lower value. P16473. AID 504810;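 active = activity change below a set negative limit, meaning inhibition stronger than a set level, cut at about -70% in these data; inconclusive = activity change between two set negative limits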; also: % is scaled to controls: 0 for no effect and ±100 for the full control effect
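Freshly harvested TSHR cells receive pin-tooled compound, then EC80 TSH at 4nM final. After 2 hours at 37 deg C, antibody in lysis buffer and cAMP-d2 are added; 30 minutes at ambient temperature precede the HTRF read.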
Active calls of the source: *; ? = inconclusive; . = no result given; [ ] = dose if it differs, or a comment. Unless noted, calls follow the shape of the dose curve; as a rule, active = well fitted curve in the direction sought with a large enough effect; inconclusive = small, poorly fitted or top-dose-only effect, or another doubt; inactive = no such curve, though single readings can be large; an effect the other way counts as inactive or inconclusive. Only part of the results is shown (hit frequency here may not be typical).

mol	Mito fusion yeast	MLL CXXC-DNA inh	TCR activator	Menin MLL FP TR	MBNL1 CUG block	ASM inhibitor	TSHR antagonist	TSG101-PTAP inh	A-T KAP1 phos	Integrin act MD
O=C(NC1CCCCC1)C1Cc2ccccc2CN1S(=O)(=O)c1ccc(F)cc1 (stereo not drawn)	15%	3%	-1%[46.1 µM]	0%	6%	2%	-9	-2%	-1%	2%
CC(=O)c1ccc(O)c(CSc2nncn2C)c1	13%	18%	-6%	8%	-2%	0%	42	-4%	1%	6%
C=CCOC(=O)C1=C(C)NC(SCC(=O)N(CC)CC)=C(C#N)C1c1ccccc1 (stereo not drawn)	16%	-6%	-16%	2%	-1%	5%	-10	0%	6%	-25%
O=C(NCc1ccco1)/C(=C\c1cccc([N+](=O)[O-])c1)NC(=O)c1ccco1	1%	6%	0%	-8%	?	4%	0	-4%	-3%	34%
O=C1[C@@H]2[C@H](C(=O)N1O)[C@H]1C=C[C@@H]2C1	-3%	0%	-1%	16%	-10%	-1%	9	-2%	1%	20%
CCOC(=O)c1ccccc1NC(=O)CSc1nc2c(c(=O)n(C)c(=O)n2C)n1C	1%	6%	.	-13%	-3%	.	13	.	2%	.
O=C(NCCCc1ccccc1)c1cccc(NC(=O)C2CCCC2)c1	.	.	-1%	.	.	0%	.	-3%	.	5%
Cc1noc(C)c1N=Nc1ccc(Br)cc1C(=O)O	4%	3%	0%	-2%	?	1%	0	-1%	2%	-27%
CCOc1ccc(Oc2ccc(C(F)(F)F)cc2N)cc1	3%	2%	-5%	6%	.	.	-24	-1%	?	-9%
Cc1cc2nnc(SCc3ccc4c(c3)OCO4)n2c2ccccc12	.	.	-2%	.	.	3%	.	1%	.	11%
O=C(NNC(=O)C1CC(=O)N(c2ccc3c(c2)OCCO3)C1)c1ccc(F)cc1 (stereo not drawn)	-2%	.	1%	.	.	3%	7	-2%	3%	-13%
CCCc1nnc(NC(=O)c2cccnc2)s1	-1%	0%	-5%	.	-9%	-1%	0	-1%	23%	-12%
CC1CCCC(NC(=O)c2ccc(F)c(S(=O)(=O)N3CCOCC3)c2)C1C (stereo not drawn)	-2%	.	4%	.	.	2%	-2	-3%	-4%	-14%
O=C1NC(c2cccc([N+](=O)[O-])c2)Oc2ccccc21 (stereo not drawn)	-4%	-21%	-2%	7%	?	-6%	-4	-6%	1%	-2%
O=C(c1ccccc1)c1coc2c1C(=O)c1ccccc1C2=O	0%	-20%	3%	?	?	-2%	33	1%	-5%	-47%
CCCc1c(C(=O)N/N=C/c2ccc(OC)c(OCc3ccccc3)c2)nnn1-c1nonc1N	-3%	17%	-11%	9%	-2%	-8%	8	-4%	8%	-21%
COc1ccccc1NC(=O)CSc1ccc2nnc(-c3ccc(C)cc3)n2n1	10%	2%	-4%	-1%	26%	-4%	-9	-5%	3%	7%
CC1CCN(CCc2nc3cc(NC(=O)COc4ccc([N+](=O)[O-])cc4)ccc3n2C)CC1	1%	0%	9%	.	?	-8%	5	-4%	-18%	-51%[inhibitor]
COCCn1c(=O)[nH]c2cc(C(=O)N3CCN(c4cccc(Cl)c4)CC3)ccc2c1=O	-7%	2%	-2%	-24%	5%	-1%	-17	-4%	-12%	-21%
COc1ccc(NC(=O)CSc2nc(C)c3c(c2C#N)CCCC3)cc1	4%	17%	-4%	2%	0%	-4%	-12	-2%	6%	33%
O=C(CCCSc1nnc(Nc2ccccc2F)s1)N1CCOCC1	4%	0%	1%	-22%	-10%	5%	6	-1%	1%	32%
CCOC(=O)c1c(C)n(C)c2ccc(OCC(O)Cn3nc(C)c(Br)c3C)cc12 (stereo not drawn)	?	-3%	-1%	9%	2%	?	-8	-5%	0%	-14%
CN(C(=O)CC1C(=O)NCCN1Cc1ccoc1)C1CCOCC1 (stereo not drawn)	2%	3%	10%	13%	-14%	3%	-2	-4%	-3%	-8%
O=C(CSc1nnc(NC(=O)c2cccc(F)c2)s1)NCc1ccco1	3%	10%	-3%	.	5%	1%	-9	-5%	5%	-19%
O=C(NCc1ccc(Cl)cc1)C1CCCN(S(=O)(=O)c2cnc[nH]2)C1 (stereo not drawn)	6%	-2%	6%	-2%[11.7 µM]	-20%	3%	-18	2%	?	26%
CC(C)CCn1c(SCC(=O)Nc2ccccc2C(F)(F)F)nc2nccnc2c1=O	-2%	-3%	-2%	.	22%	-1%	-7	-2%	4%	-13%
Cc1ccc(NC(=O)CN2C(=O)N/C(=C/c3cc(C)n(-c4ccc(C(=O)O)cc4)c3C)C2=O)cc1	-1%	7%	-2%	21%	?	20%	-4	-4%	-5%	30%
Cc1ccc(-c2nn3c(C)nnc3s2)cc1NC(=O)c1ccco1	2%	-2%	1%	-1%	-6%	2%	7	-1%	6%	-17%
CCOc1ccc(OCCOc2cccc(C(F)(F)F)c2)cc1	-4%	0%	-48%	-16%	-9%	3%	10	-3%	10%	19%
CCCCOC(=O)C(C)c1c(C)[nH]c(=S)[nH]c1=O (stereo not drawn)	2%	0%	-15%	9%	-14%	1%	-4	-5%	6%	18%
O=C(O)CC1SC(N/N=C/c2ccc(Br)cc2)NC1=O (stereo not drawn)	-1%	-1%	0%	-5%	11%	5%	1	-1%	-2%	?
Cc1nc2ccccc2cc1C(=O)Nc1ccccc1Cl	4%	-9%	-4%	11%	-9%	-1%	10	-2%	4%	-8%
Nc1nccc(-c2ccc(-n3cccc3)cc2)n1	1%	-4%	9%	-11%	.	-3%	26	-5%	10%	?
Cc1ccccc1NS(=O)(=O)c1ccc(C(=O)N2CCCC(C(F)(F)F)C2)cc1 (stereo not drawn)	0%	.	4%	.	.	0%	-4	-2%	4%	39%
NC(=O)c1cc(Br)cc(C2CCCCC2)c1O	-45%[inhibitor]	12%	-3%	?	-3%	-3%	-12	-1%	3%	-44%
Cc1ccc(Cl)cc1NC(=O)COC(=O)CN1C(=O)C2CCCCC2C1=O (stereo not drawn)	-4%	.	7%	.	.	-1%	8	0%	-6%	32%
CC(CCc1ccccn1)(CCc1ccccn1)C(=O)c1ccccc1	.	.	1%	.	.	7%	.	-2%	.	8%
COCCOC(=O)C1=C(N)OC2=C(C(=O)CCC2)C1c1cccnc1 (stereo not drawn)	-5%	8%	5%	-10%	5%	15%	-3	-3%	9%	-16%
CC(C)Nc1nc2ccccc2c(=O)[nH]1	0%	-19%	1%	-2%	-9%	2%	17	0%	3%	-17%
CCCCOc1ccc(C(=O)NCC(=O)NC2CCN(Cc3ccccc3)CC2)cc1	-9%	1%	2%	.	-2%	1%	-4	-3%	-5%	19%
Cc1cccc(N2C(=O)c3ccc(C(=O)Nc4c[nH]c(=O)[nH]c4=O)cc3C2=O)c1	15%	2%	4%	.	20%	0%	0	-13%	-10%	-6%
COC(=O)C1Cc2c([nH]c3ccccc23)C(C)N1 (stereo not drawn)	0%	4%	0%	-11%	2%	3%	3	-1%	3%	25%
COc1ccc(Nc2nc(NCCCN3CCOCC3)nc(N)c2[N+](=O)[O-])cc1	3%	-17%	-1%	.	?	-7%	-5	-5%	3%	-21%
CCCCNC(=O)c1cc2cc(CC)ccc2[nH]1	2%	-10%	-3%	.	33%[activator]	-1%	-10	-3%	-2%	18%
